Source: PubChem
GALK inh: inhibitors of human galactokinase. Purified GALK, Kinase-Glo residual ATP luminescence. Potency, µM (doses to about 57.5 µM), inactives show at the top dose activity change, negative = inhibition, usual class: inhibitors. 270,000 compounds, 0.007% hits. AID 1868; note: potency is the fitted concentration of half-maximal effect; % is set by controls: 0 for no effect and ±100 for the full control effect
Target sequence (P51570 whole entry, looked up): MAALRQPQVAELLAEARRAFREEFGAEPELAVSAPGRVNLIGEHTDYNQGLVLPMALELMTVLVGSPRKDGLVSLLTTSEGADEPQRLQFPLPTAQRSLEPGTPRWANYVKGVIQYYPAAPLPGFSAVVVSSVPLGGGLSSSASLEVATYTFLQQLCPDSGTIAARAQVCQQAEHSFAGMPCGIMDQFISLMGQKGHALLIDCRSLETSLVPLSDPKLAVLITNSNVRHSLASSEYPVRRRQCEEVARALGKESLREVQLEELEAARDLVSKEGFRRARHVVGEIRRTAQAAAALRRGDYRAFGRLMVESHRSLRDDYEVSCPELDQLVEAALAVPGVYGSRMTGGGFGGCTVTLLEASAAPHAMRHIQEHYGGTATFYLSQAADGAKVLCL
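Kinase-Glo Plus luminescence measured ATP left after a 1 h room-temperature reaction. The reaction used 5 nM GALK, 100 uM galactose and 35 uM ATP at pH 8.0 (20 mM HEPES, 5 mM MgCl2, 60 mM NaCl, 1 mM DTT, 0.01% BSA).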
S-ASM inh: blocks human secretory acid sphingomyelinase; 340,000 compounds, 0.006% hits; AID 504937; Potency, µM (top dose mostly 57.5 µM), inactives show top-dose activity change, negative = inhibition, usual class: inhibitors; placental ASM, HMU-PC fluorogenic substrate, 60 min; P17405; note: potency is the fitted concentration of half-maximal effect
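Human placenta-derived ASM enzyme was preincubated with compound for 10 minutes at room temperature, then given fluorogenic substrate HMU-PC0 (9 uM final) for 60 minutes at 37 °C; a pH 10 stop preceded fluorescence reading at Ex 386/Em 447 nm.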
TSHR antag: antagonists of human thyroid stimulating hormone receptor. 330,000 compounds, 0.2% hits. TSHR-expressing cells, TSH-stimulated cAMP HTRF, 2 h; hits give low values. activity change, negative = inhibition, % at 11.5 µM;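 active = activity change below a set negative limit, meaning inhibition stronger than a set level, cut at about -70% in these data; inconclusive = activity change between two set negative limits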; note: % is set by controls: 0 for no effect and ±100 for the full control effect
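Competitive HTRF cAMP read-out (cryptate anti-cAMP antibody, cAMP-d2; 30 min, room temperature) in freshly harvested TSHR cells. Compounds added before TSH at EC80 (4nM final), followed by 2 hours' incubation at 37 deg C.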
USP2a block: blocks human ubiquitin-specific protease USP2a; O75604; USP2 core, Ub-CHOP2 coupled fluorogenic reporter, 485/531; Potency, µM (top dose mostly 38.3 µM), for inactives: top-dose activity change, negative = inhibition, usual class: inhibitors; 330,000 compounds, 0.01% hits;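 note: potency is the fitted concentration of half-maximal effect; plate controls were DMSO wells for no effect and full inhibition by NEM control for full effect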
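Deubiquitinase activity read as fluorescence (485/531 nm) after Ub-CHOP2 cleavage activates the enterokinase reporter on its substrate; USP2 core 10nM, Ub-CHOP2 and substrate 25nM each, 30min compound preincubation then 60min RT; data normalized to NEM, curves fitted.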
Menin MLL FP TR: displaces Texas Red mutant MLL peptide from human menin; O00255; Menin + Texas Red MLL mutant peptide, fluorescence polarization; Potency, µM (series often up to 61.6 µM), for the others: top-dose FP activity change, negative = inhibition, usual class: inhibitors; 270,000 compounds, 0.23% hits; active = well fitted inhibition curve with a large enough effect in the polarisation, with a control signal flat, not every such curve was filed as active; inconclusive = small, poorly fitted or top-dose-only effect, or effect the other way, or a change in a side signal; inactive = no such curve, though single readings can be large or run the other way; the % refers to the polarisation; note: potency is the fitted concentration of half-maximal effect; % of control where 0% means no effect; many of its hits are not listed in these tables
Mito fusion yeast: blocks mitochondrial division or promotes mitochondrial fusion | 320,000 compounds, 0.23% hits | S. cerevisiae fusion-defective mutant growth rescue, CellTiterGlo 48 h | Potency, µM (titrated, usually from 46.1 µM), without a hit: at the top dose growth rescue (activation), hits mostly activators;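 note: potency is the fitted concentration of half-maximal effect; % of control where 0% means no effect; nearly all actives have a fitted effect of over 45% in size; temperature-sensitive fusion mutants such as fzo1-1 at 37 °C on non-fermentable ethanol glycerol medium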
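Temperature-sensitive fusion-defective S. cerevisiae (e.g. fzo1-1, mgm1-5) were grown with compound in YPEG medium (3% ethanol, 3% glycerol) for 48 hours at 37C. Growth rescue was measured as viability by CellTiterGlo luminescence after 10 minutes at ambient.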
BCR signal inh: chronic active BCR signaling inhibition; Potency, µM (titrated, usually from 46.1 µM), inactives show top-dose ratio change, negative = lower green/red ratio, most hits filed as inhibitors; 340,000 compounds, 0.05% hits; ABC-DLBCL IkBa-CBG/CBR reporter, luminescence ratio, 4 h; AID 493014; active = well fitted inhibition curve with a large enough effect in the signal ratio, with a control signal flat, not every such curve was filed as active; inconclusive = small, poorly fitted or top-dose-only effect, or effect the other way, or a change in a side signal; the % refers to the signal ratio;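 note: potency is the fitted concentration of half-maximal effect; plate controls were basal doxycycline-induced cells for no effect and cells given 10 µM MG132 for full effect; MG132 reads +100%, hits lower the ratio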
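Doxycycline induced both beetle luciferases in TMD8 lymphoma cells; IKK-driven degradation limits the IkappaBalpha-fused green signal, while red luminescence normalises for cell number and nonspecific effects. Compounds tested up to 46 uM, 4 hrs.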
KCNH2 WT inh: inhibitors of human wildtype KCNH2 potassium channel. U2OS, BacMam KCNH2, thallium flux FluxOr; hits give low values. activity change, % at 1.84 µM. 340,000 compounds, 0.37% hits. AID 720551;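 active = maximum activity change below -70%; inconclusive = maximum activity change between -70% and -50%; inactive = maximum activity change above -50%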; note: % is set by controls: 0 for no effect and ±100 for the full control effect
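U2OS cells transduced with wild-type KCNH2 virus are loaded with FluxOr dye for 45 min, and thallium flux is measured in kinetic reads before and after stimulation buffer. Rate constants are normalized to DMSO controls.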
MBNL1 CUG block: inhibitors of human MBNL1 binding to CUG repeat RNA; 280,000 compounds, 0.036% hits; Potency, µM (series often up to 57.5 µM), inactives show at the highest dose activity change, negative = inhibition, actives largely listed as inhibitors; TR-FRET MBNL1-His/biotin-(CUG)12 binding, 665/545 ratio; Q9NR56; active = well fitted inhibition curve with a large enough effect in the signal ratio, with a control signal flat, not every such curve was filed as active; inconclusive = small, poorly fitted or top-dose-only effect, or effect the other way, or a change in a side signal; inactive = no such curve, though single readings can be large or run the other way; the % refers to the signal ratio; note: potency is the fitted concentration of half-maximal effect; % is set by controls: 0 for no effect and ±100 for the full control effect
Target sequence (Q9NR56 whole entry, looked up): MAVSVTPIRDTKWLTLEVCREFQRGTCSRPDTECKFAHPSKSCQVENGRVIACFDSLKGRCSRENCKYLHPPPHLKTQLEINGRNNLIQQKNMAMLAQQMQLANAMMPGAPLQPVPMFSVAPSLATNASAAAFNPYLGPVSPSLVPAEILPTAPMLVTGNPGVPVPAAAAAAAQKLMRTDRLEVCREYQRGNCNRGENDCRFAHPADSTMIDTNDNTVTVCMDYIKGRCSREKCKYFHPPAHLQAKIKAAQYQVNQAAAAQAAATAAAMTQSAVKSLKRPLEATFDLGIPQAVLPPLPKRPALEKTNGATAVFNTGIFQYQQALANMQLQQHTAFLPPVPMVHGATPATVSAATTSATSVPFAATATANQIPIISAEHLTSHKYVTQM
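TR-FRET between His-tagged MBNL1 and biotin-(CUG)12 RNA, detected with Tb anti-His antibody (0.055 ng/ul) and streptavidin-XL665 (5 nM), 60 min at room temperature. Compounds titrated 92 nM to 58 uM; 665/545 nm ratio normalized to buffer and complex controls.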
PKM2 act: activators of human pyruvate kinase M2 | P14618 | AID 1631 | purified PKM2, Kinase-Glo ATP luminescence, activation; response scale: 0% is enzyme alone, no compound | Potency, µM (series often up to 57.5 µM), for the others: at the top dose activation, actives largely listed as activators | 260,000 compounds, 0.34% hits; note: potency is the fitted concentration of half-maximal effect; % is set by controls: 0 for no effect and ±100 for the full control effect; nearly all actives have a fitted effect of over 55% in size
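Purified hPK-M2 (>95%) run at intermediate activity with 0.1 mM ADP and 0.5 mM PEP in 50 mM imidazole pH 7.2, KCl, MgCl2; 1 h room temperature. ATP formed read by Kinase-Glo luminescence; normalized to uninhibited and no-enzyme controls.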
Eya2 phos inh: Eya2 (human) phosphatase inhibition | AID 488837 | 330,000 compounds, 0.006% hits | recombinant Eya2, OMFP fluorescence dephosphorylation (OMFP is methylfluorescein phosphate) | Potency, µM (doses to about 76.9 µM), for the others: top-dose activity, negative = inhibition, actives largely listed as inhibitors; note: potency is the fitted concentration of half-maximal effect; % is set by controls: 0 for no effect and ±100 for the full control effect
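Eya2 (0.2 uM) preincubated 10 min at ambient with compound, then OMFP substrate added at 50 uM; 10 min reaction in 50 mM HEPES pH 7.5, 50 mM NaCl, 5 uM MgCl2, 0.05% BSA, 1 mM DTT. Fluorescence read at Ex 485/Em 525 nm.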
The depositor's hits bear a star; ? = inconclusive; . = not tested or not shown; [ ] = remark or other dose. Unless noted, calls come from the whole dose curve; as a rule, active = well fitted curve in the direction sought with a large enough effect; inconclusive = small, poorly fitted or top-dose-only effect, or another doubt; inactive = no such curve, though single readings can be large; an effect the other way counts as inactive or inconclusive.

SMILES | GALK inh | S-ASM inh | TSHR antag | USP2a block | Menin MLL FP TR | Mito fusion yeast | BCR signal inh | KCNH2 WT inh | MBNL1 CUG block | PKM2 act | Eya2 phos inh
CC1(c2ccc(OC(F)F)cc2)NC(=O)N(/N=C/c2c(O)ccc3ccccc23)C1=O (stereo not drawn) | 0.3% | -17.1% | 9.0 | 2.3% | -9.1% | -1.7% | 0.6% | 28.2 | -2.2% | 17.3% | 5.0%
Cc1ccc(CNC(=O)c2ccc(CS(=O)(=O)c3ccccc3)o2)cc1 | -2.0% | 0.7% | -11.6 | 5.9% | . | 2.2% | -3.2% | 6.7 | -2.6% | . | 2.1%
Cc1cc(C)cc(C(=O)Nc2ccc(N3CCN(C(=O)c4ccco4)CC3)cc2)c1 | 1.0% | -0.5% | -3.1 | 0.4% | 0.0% | -2.6% | -0.2% | 11.8 | -6.4% | -0.6% | -0.4%
COc1cccc(C2=NN(C(=O)c3cccs3)C(O)(C(F)(F)F)C2)c1 (stereo not drawn) | -1.8% | -6.7% | 18.0 | 0.9% | 4.4% | -2.4% | -20.6% | 4.9 | -6.4% | 0.8% | 0.7%
Cc1ccccc1N=C(NOCc1ccccc1)c1nonc1N | 0.1% | -6.4% | -3.1 | -14.6% | 18.3% | 22.4µM* | ? | 8.0 | 5.1% | 8.7% | -16.2%
Cc1ccc(/C=C/C(=O)NCCCn2ccnc2)cc1 | -1.1% | 1.7% | -24.0 | 1.0% | -7.0% | -2.6% | 10.5% | 3.7 | 14.7% | 1.0% | 2.1%
O=c1c2ccccc2c(C=Nc2ccccc2O)c(O)n1-c1nccs1 | -0.4% | -5.5% | -3.5 | 20.0% | . | 1.7% | ? | 0.4 | 5.8% | -5.2% | -26.2%
Nc1c(-c2cccc(Cl)c2)cnn1-c1cccc(C(F)(F)F)c1 | -1.5% | -6.4% | -10.6 | 1.2% | 31.9%[activator] | 15.7% | ? | -0.8 | 11.4% | 0.7% | -20.0%
CC(=O)Nc1ccc(S(=O)(=O)N2CCSCC2)cc1 | 3.0% | 1.8% | 3.0 | 2.8% | 14.7% | 0.5% | -5.6% | 4.2 | -3.8% | -13.2% | 3.7%
COc1ccc(CNC(=O)c2ccc(S(=O)(=O)NCc3ccco3)cc2)cc1 | . | -0.6% | 16.4 | -0.4% | . | 1.4% | -2.4% | -32.1 | . | . | 11.0%
COC(=O)[C@]1(C)CCC[C@@]2(C)C3CC[C@@]4(C)C[C@]3(CCC21)CC(=O)N4Cc1ccc(OC)cc1 (stereo partly drawn) | . | 0.0% | 2.9 | -3.5% | . | 9.2% | ? | . | . | . | -1.6%
Cc1ccc(NC(=O)NCCCN2CCCC2=O)cc1 | 0.1% | 3.1% | 13.8 | 0.9% | 4.5% | 0.2% | -16.5% | -3.4 | -6.1% | -2.3% | -10.1%
CCn1cc(C(=O)OCc2ccccc2)c(=O)c2ccc(C)nc21 | -2.4% | 2.5% | 19.2 | -1.3% | -2.2% | 15.5% | ? | -8.3 | 2.0% | -0.5% | -7.2%
O=C(CN1CCN(S(=O)(=O)c2ccc(Br)cc2)CC1)Nc1ccccc1F | -3.3% | 1.3% | -10.6 | 2.8% | -3.2% | 24.3% | -4.3% | -6.8 | 0.5% | 17.7% | 0.1%
Oc1nc(-c2ccc(Cl)cc2)n2ccncc12 | -2.0% | 6.3% | -14.8 | -2.4% | 3.6% | 0.8% | ? | . | ? | 1.8% | 5.3%
O=[N+]([O-])c1cc2c(cc1C=Nc1ccccc1)OCO2 | 0.1% | -0.9% | -12.2 | -1.4% | 17.4% | 0.2% | -0.2% | 14.4 | ? | 6.6% | 10.4%
O=C(N1CCCCC1)C1(c2ccccc2)CCCCC1 | -1.9% | -3.1% | 2.8 | -1.3% | ? | -3.9% | 0.4% | -12.5 | -0.7% | -1.2%[11.5 µM] | -7.9%
COc1ccc(CC(=O)Nc2ccc(S(=O)(=O)N3CCCC3)cc2)c(OC)c1 | . | -2.4% | 4.8 | -0.8% | . | -0.9% | -5.9% | -0.7 | . | . | 4.0%
CCCCn1c(CCNC(=O)c2ccco2)nc2ccccc21 | -5.7% | 12.6% | 15.2 | -1.7% | . | -4.9% | 2.9% | 15.7 | 1.3% | -1.4% | 3.1%
CC1(c2ccccc2Br)NC(=O)N(CC(=O)Nc2ccc(S(N)(=O)=O)cc2)C1=O (stereo not drawn) | 1.5% | -1.0% | 31.6 | -1.0% | 22.9% | -5.2% | 12.1% | -2.3 | 0.1% | 0.3% | -5.6%
Cn1c(-c2ccccc2)cccc1=O | 1.1% | 2.8% | 2.4 | -3.4% | -0.1% | 3.3% | -0.1% | -4.1 | 2.0% | -2.8% | -4.1%
O=C(CCC1CCCCC1)Nc1cc(C(F)(F)F)ccc1N1CCOCC1 | . | -4.0% | -6.9 | 2.1% | . | 5.7% | 6.9% | -4.1 | . | . | -38.4%
CCS(=O)(=O)Nc1c(C(=O)OC)[nH]c2ccccc12 | 1.8% | 3.9% | 9.5 | 3.4% | -0.4% | -4.1% | -0.6% | -2.2 | 6.8% | 0.6% | 8.4%
COC(=O)c1cc(C(=O)N2CCc3ccccc32)cc([N+](=O)[O-])c1 | -0.4% | 0.7% | -8.9 | -0.1% | -19.6% | 3.2% | 2.8% | 4.3 | ? | -21.3% | -4.0%
CCOc1ccc(Cn2nnc(C(=O)NCc3ccc(OC)cc3)c2N)cc1 | -0.7% | 3.7% | 0.8 | -0.6% | 1.6% | -1.5% | ? | -2.9 | -3.3% | 0.5% | 7.1%
CCN(c1ccccc1)c1cc2ccccc2c(=O)[nH]1 | 5.6% | . | 12.0 | 2.8% | -0.4% | 17.2% | 5.8% | -1.4 | ? | 2.7%[0.46 µM] | -16.6%
CCC(CO)Oc1cc(NCc2ccccc2C(F)(F)F)c2ncn(C(C)C)c2c1 (stereo not drawn) | . | 1.8% | 6.6 | -0.7% | . | . | ? | 7.3 | . | . | 11.5%
O=C(CCCN1C(=O)CSc2ncccc21)N1CCN(c2cccc(C(F)(F)F)c2)CC1 | 3.8% | -2.0% | -12.1 | 4.1% | -13.1% | -6.4% | ? | 13.8 | -5.4% | -0.7% | -31.5%
O=[N+]([O-])c1cccc(-c2n[nH]c(=S)n2-c2ccc(Br)cc2)c1 | 4.6% | -2.5% | -3.1 | 3.1% | ? | 1.7% | 4.7% | 4.2 | ? | 6.6% | -3.4%
COC(=O)c1cc(=O)n(Cc2ccc3c(c2)OCO3)c(=Nc2ccc(F)cc2)s1 | -0.3% | -3.2% | -17.8 | -0.7% | 3.0% | 6.4% | ? | -8.3 | -3.0% | 1.2% | -10.8%
Cc1ccc(OCCCN2C(=O)C(=O)c3cc(C)ccc32)cc1 | -5.0% | -5.1% | -6.6 | 1.3% | ? | 6.7% | 7.1% | -6.0 | 6.0% | -1.1% | 14.2%
O=C(NCCc1ccccc1)C(c1ccncc1)N(C(=O)c1csnn1)C1CC1 (stereo not drawn) | -0.1% | 5.6% | -2.3 | -3.4% | 19.3% | -1.5% | 9.8% | 2.2 | 5.0% | -7.8% | -2.8%
COc1ccc(CN(C)C(=O)c2cccc(NS(=O)(=O)c3ccccc3)c2)cc1F | -0.6% | -0.8% | 16.1 | 1.1% | -0.3% | -6.7% | -3.2% | -6.5 | -5.3% | . | 11.9%
COc1ccccc1CNC(=O)CCCn1nc(C)n2ccnc2c1=O | . | -1.2% | 31.1 | -0.8% | -18.2% | -2.6% | 3.4% | -1.1 | -10.3% | 0.0% | 10.8%
COc1ccccc1C(=O)COC(=O)c1ccccc1OCC(=O)Nc1ccc(SC(F)F)cc1 | 0.6% | -3.2% | 13.8 | 0.9% | 9.5% | -4.8% | -5.2% | 0.5 | -5.4% | 5.6% | 5.3%

The list is partial, so the mix of outcomes need not match the whole.
